Screening results from PubChem.
KCNK9 block: blocks the human KCNK9 two-pore domain potassium channel; HEK293 KCNK9, FluxOR thallium flux fluorescence; hits give low values; B-score at 10 µM; 1.2% of 310,000 active; AID 488922;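 active = ratio B-score over 3 SD below the library mean, with starting fluorescence within 5 SD of its mean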;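 note: negative B-score means less thallium flux so channel inhibition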
Target sequence (Q9NPC2 whole entry, looked up, the tested form may be a part): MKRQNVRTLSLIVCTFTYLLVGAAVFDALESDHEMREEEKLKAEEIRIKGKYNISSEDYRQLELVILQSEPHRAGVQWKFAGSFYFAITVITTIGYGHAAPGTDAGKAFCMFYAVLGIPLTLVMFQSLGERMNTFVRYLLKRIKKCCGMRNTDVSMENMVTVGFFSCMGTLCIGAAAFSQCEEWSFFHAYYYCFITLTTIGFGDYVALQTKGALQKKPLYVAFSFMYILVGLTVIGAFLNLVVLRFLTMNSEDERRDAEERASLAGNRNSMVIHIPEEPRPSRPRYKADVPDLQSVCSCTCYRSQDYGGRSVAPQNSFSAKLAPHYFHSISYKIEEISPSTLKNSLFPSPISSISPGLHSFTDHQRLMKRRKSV
PolyA inh: yeast polyadenylation inhibition. S. cerevisiae SKY197-pL101 polyadenylation reporter, beta-gal luminescence; efflux-impaired pdr1/pdr3 knockout yeast; score 100 = 6 SD above DMSO. calls only at 12 µM. 0.02% of 300,000 active. AID 1875;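 active = lowest replicate activity score at least 50, where 100 means six control SD above control mean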;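 note: yeast exposed to compound for 9 h at 30 °C; higher score means more reporter readthrough which indicates perturbed polyadenylation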
hERG rescue: hERG (human) protection from proarrhythmic block; Q12809; CHO-hERG, FluxOR thallium flux, dofetilide IC70 present; activation (rescue from dofetilide block), less the hit threshold, % at 10 µM; 0.51% of 310,000 active; AID 1511;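 active = activation above the mean of controls blocked by dofetilide plus 5 SD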;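 note: thallium influx through hERG after potassium depolarization seen as dye fluorescence rise; in these data hits start at about 4.7%; inactives centre near -7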
TRPC4 agonist: activators of mouse TRPC4 channel; HEK293 TRPC4beta/mu-opioid, Fluo4 calcium fluorescence; hits give high values; B-score at 10 µM; 0.49% of 310,000 active;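 active = B-score above 5 SD of library B-scores, and initial fluorescence ratio not above library mean plus 5 SD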;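 note: positive B-score marks a calcium rise read as TRPC4 activation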
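Material: HEK293 stable line with TRPC4beta plus mu-opioid receptor; technique: Fluo4 calcium-sensitive dye fluorescence, kinetic, 1 Hz baseline; timing: Fluo4 dye loading 45 min at room temperature, 110 s recording; controls: assay buffer as low control, maximal DAMGO as high control; read-out: integrated baseline-normalised fluorescence ratio, converted to per-well B score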
KCNK3 block: human KCNK3 channel inhibition, primary screen; O14649; CHO-KCNK3 thallium flux, FluxOR fluorescence; hits give low values; B-score at 10 µM; 0.84% of 340,000 active;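 active = B-score under library mean minus 4 SD, starting fluorescence ratio at most library mean plus 5 SD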;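 note: more negative B-score means stronger inhibition of thallium flux through KCNK3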
Target sequence (O14649 whole entry, looked up): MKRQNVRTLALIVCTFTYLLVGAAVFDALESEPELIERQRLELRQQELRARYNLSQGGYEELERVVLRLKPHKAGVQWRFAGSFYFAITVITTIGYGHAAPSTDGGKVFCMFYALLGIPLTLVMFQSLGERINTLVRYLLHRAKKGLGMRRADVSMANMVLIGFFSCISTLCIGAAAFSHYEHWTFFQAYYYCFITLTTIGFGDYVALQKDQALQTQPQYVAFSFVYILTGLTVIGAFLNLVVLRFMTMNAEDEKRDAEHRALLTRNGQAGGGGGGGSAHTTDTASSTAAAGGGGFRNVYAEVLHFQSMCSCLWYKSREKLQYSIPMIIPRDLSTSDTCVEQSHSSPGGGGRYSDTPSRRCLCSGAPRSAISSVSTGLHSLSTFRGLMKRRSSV
TRPC4 potent: allosterically enhances the mouse TRPC4 cation channel | Q9QUQ5 | HEK293 TRPC4beta/mu-opioid, DAMGO EC20, Fluo-4 Ca2+ flux; hits give high values | B-score at 10 µM | 0.42% of 310,000 active;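 active = B-score of calcium response area above 5 SD of library B-scores, with initial fluorescence ratio within 5 SD of library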;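 note: B-score of integrated fluorescence ratio over time as area under calcium response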
TRPC4 inh: inhibitors of mouse TRPC4 channel; 0.39% of 300,000 active; B-score at 10 µM; HEK293 TRPC4beta/mu-opioid, DAMGO-evoked Fluo4 calcium flux; hits give low values; AID 2247;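 active = B-score over 3 SD under the library average, no early fluorescence shift, positive overall ratio signal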
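System: stable TRPC4beta/mu-opioid receptor HEK293 cells; Dosing: single-point compound dosing; Measured by: Fluo4 Ca2+ flux fluorescence; Read-out basis: per-well B score of integrated baseline-normalized Fluo4 ratio.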
KCNQ1 block: human KCNQ1 channel inhibition; P51787; B-score at 10 µM; CHO-K1 KCNQ1, FluxOR thallium flux fluorescence; hits give high values; 1.3% of 310,000 active;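 active = compounds whose thallium flux B-score, printed positive for inhibition, exceeds three library SD while starting fluorescence stays within three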;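 note: channel opened by potassium depolarization with thallium stimulus after 20 min compound exposure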
KCNQ1 pot: potentiates or activates the human KCNQ1 potassium channel; AID 2648; CHO-K1 KCNQ1, thallium flux FluxOR fluorescence; hits give high values; 0.35% of 310,000 active; B-score at 10 µM;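 active = fluorescence ratio B-score, a plate-corrected score, at least three library SD, with initial intensity B-score within 5 SD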
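Doses: Single concentration per compound, DMSO matched to controls | Test system: KCNQ1-transfected CHO-K1 cells | Timing: 90 min dye loading and 20 min compound exposure, both at room temperature | Measured by: Kinetic FluxOR thallium fluorescence, 10-s 1-Hz baseline, 110-s post-stimulus read | Medium: Assay buffer with matched DMSO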
DYRK1A inh: Dyrk1A (rat) kinase inhibition; Q63470; ADP-Glo luminescence, NFATc1 peptide; inhibition, % at 12.5 µM; 0.43% of 310,000 active; in the data active = inhibition above about 50%;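 note: plate controls were vehicle with enzyme for no effect and no enzyme for full effect; many of its hits are not listed in these tables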
Platelet DG rel: modulates dense granule release in human platelets. human platelet-rich plasma, SFLLRN dense granule ATP release, luminescence. inhibition, %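 (compounds screened at 7.5 µM in platelet-rich plasma)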. 0.22% of 300,000 active;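 active = mean replicate score, as percent of positive control, at or above 50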
The depositor's hits bear a star.

How did COC(=O)c1[nH]c2ccc(C)cc2c1NC(=O)Oc1ccccc1 do in these assays?
KCNK9 block: inactive; PolyA inh: inactive; hERG rescue: -1; TRPC4 agonist: inactive; KCNK3 block: inactive; TRPC4 potent: inactive; TRPC4 inh: inactive; KCNQ1 block: inactive; KCNQ1 pot: inactive; DYRK1A inh: -9; Platelet DG rel: 3

What do the screens show for `C=CCC(CC=C)(C(N)=O)c1ccccc1`?
KCNK9 block: inactive; PolyA inh: inactive; hERG rescue: -7; TRPC4 agonist: inactive; KCNK3 block: inactive; TRPC4 potent: inactive; TRPC4 inh: inactive; KCNQ1 block: inactive; KCNQ1 pot: inactive; DYRK1A inh: -4; Platelet DG rel: -4

Results for CCCC(O)(CCC)C(=O)NN(C(=O)CCl)c1ccccc1 ?
KCNK9 block: inactive; PolyA inh: inactive; hERG rescue: -11; TRPC4 agonist: inactive; KCNK3 block: inactive; TRPC4 potent: inactive; TRPC4 inh: inactive; KCNQ1 block: inactive; KCNQ1 pot: inactive; DYRK1A inh: -2; Platelet DG rel: -1

Results for Cc1ccc(NC(=O)c2cc(-c3cccs3)on2)cc1C ?
KCNK9 block: inactive; PolyA inh: inactive; hERG rescue: -9; TRPC4 agonist: inactive; KCNK3 block: inactive; TRPC4 potent: inactive; TRPC4 inh: inactive; KCNQ1 block: inactive; KCNQ1 pot: inactive; DYRK1A inh: -2; Platelet DG rel: 3

Results for Cc1nc(C(=O)Nc2ccc(Cl)cc2)nn1-c1ccc([N+](=O)[O-])cc1 ?
KCNK9 block: inactive; PolyA inh: inactive; hERG rescue: -8; TRPC4 agonist: inactive; KCNK3 block: inactive; TRPC4 potent: inactive; TRPC4 inh: inactive; KCNQ1 block: inactive; KCNQ1 pot: inactive; DYRK1A inh: -7; Platelet DG rel: -1

What do the screens show for `CN(CC(=O)Nc1cccc(F)c1)C(=O)c1cccnc1Sc1ccccc1`?
KCNK9 block: inactive; PolyA inh: inactive; hERG rescue: -12; TRPC4 agonist: inactive; KCNK3 block: inactive; TRPC4 potent: inactive; TRPC4 inh: inactive; KCNQ1 block: inactive; KCNQ1 pot: inactive; DYRK1A inh: 6; Platelet DG rel: 0

How did COc1cc(C)nc(Nc2nc(C)c(C(C)=O)s2)n1 do in these assays?
KCNK9 block: inactive; PolyA inh: inactive; hERG rescue: -5; TRPC4 agonist: inactive; KCNK3 block: inactive; TRPC4 potent: inactive; TRPC4 inh: inactive; KCNQ1 block: inactive; KCNQ1 pot: inactive; DYRK1A inh: 40; Platelet DG rel: -1

How did Fc1ccc(COc2ccc(-c3nnco3)cc2)c(Cl)c1 do in these assays?
KCNK9 block: inactive; PolyA inh: inactive; hERG rescue: -5; TRPC4 agonist: inactive; KCNK3 block: inactive; TRPC4 potent: inactive; TRPC4 inh: inactive; KCNQ1 block: inactive; KCNQ1 pot: inactive; DYRK1A inh: 3; Platelet DG rel: -5

Results for COc1cc(NC(=O)c2cccc([N+](=O)[O-])c2)ccc1NC(=O)c1cc2ccccc2o1 ?
KCNK9 block: inactive; PolyA inh: inactive; hERG rescue: -8; TRPC4 agonist: inactive; KCNK3 block: inactive; TRPC4 potent: inactive; TRPC4 inh: inactive; KCNQ1 block: inactive; KCNQ1 pot: inactive; DYRK1A inh: 1; Platelet DG rel: 0

How did Cc1oc(-c2ccccc2)cc1C(=O)NCc1ccncc1 do in these assays?
KCNK9 block: inactive; PolyA inh: inactive; hERG rescue: 2; TRPC4 agonist: inactive; KCNK3 block: inactive; TRPC4 potent: inactive; TRPC4 inh: inactive; KCNQ1 block: inactive; KCNQ1 pot: inactive; Platelet DG rel: 21

The list goes on; it opens with the two that closed the last part.
Results for COc1cc(NC(=O)c2cccc([N+](=O)[O-])c2)ccc1NC(=O)c1cc2ccccc2o1 ?
KCNK9 block: inactive; PolyA inh: inactive; hERG rescue: -8; TRPC4 agonist: inactive; KCNK3 block: inactive; TRPC4 potent: inactive; TRPC4 inh: inactive; KCNQ1 block: inactive; KCNQ1 pot: inactive; DYRK1A inh: 1; Platelet DG rel: 0

How did Cc1oc(-c2ccccc2)cc1C(=O)NCc1ccncc1 do in these assays?
KCNK9 block: inactive; PolyA inh: inactive; hERG rescue: 2; TRPC4 agonist: inactive; KCNK3 block: inactive; TRPC4 potent: inactive; TRPC4 inh: inactive; KCNQ1 block: inactive; KCNQ1 pot: inactive; Platelet DG rel: 21

How did COc1ccc2c(c1)nc(NCCCO)n2Cc1ccccc1 do in these assays?
KCNK9 block: inactive; PolyA inh: inactive; hERG rescue: -6; TRPC4 agonist: inactive; KCNK3 block: inactive; TRPC4 potent: inactive; TRPC4 inh: inactive; KCNQ1 block: inactive; KCNQ1 pot: inactive; DYRK1A inh: -10; Platelet DG rel: 5

What do the screens show for `CCOc1ccccc1N(CC(=O)Nc1cccc(OC)c1)S(=O)(=O)c1ccccc1`?
KCNK9 block: inactive; PolyA inh: inactive; hERG rescue: -5; TRPC4 agonist: inactive; KCNK3 block: inactive; TRPC4 potent: inactive; TRPC4 inh: inactive; KCNQ1 block: inactive; KCNQ1 pot: inactive; DYRK1A inh: 5; Platelet DG rel: -8

What do the screens show for `CCN1CCN(c2ncnc3c2cnn3-c2ccc(C)cc2C)CC1`?
KCNK9 block: inactive; PolyA inh: inactive; hERG rescue: -7; TRPC4 agonist: inactive; KCNK3 block: inactive; TRPC4 potent: inactive; TRPC4 inh: inactive; KCNQ1 block: inactive; KCNQ1 pot: inactive; DYRK1A inh: 2; Platelet DG rel: 18

How did Cc1ccc(-n2c(-c3cnccn3)n[nH]c2=S)c(Br)c1 do in these assays?
KCNK9 block: inactive; PolyA inh: inactive; hERG rescue: -10; TRPC4 agonist: inactive; KCNK3 block: inactive; TRPC4 potent: inactive; TRPC4 inh: inactive; KCNQ1 block: inactive; KCNQ1 pot: inactive; DYRK1A inh: 4; Platelet DG rel: -5

How did CC(NC(=O)C(=O)N1CCCCC1)C(c1cccs1)N1CCN(C)CC1 (configuration not stated) do in these assays?
KCNK9 block: inactive; PolyA inh: inactive; hERG rescue: -1; TRPC4 agonist: inactive; KCNK3 block: inactive; TRPC4 potent: inactive; TRPC4 inh: inactive; KCNQ1 block: inactive; KCNQ1 pot: inactive; DYRK1A inh: -2; Platelet DG rel: -4

How did COc1ccc(-c2csc3ncnc(N4CCN(c5ccccc5[N+](=O)[O-])CC4)c23)cc1 do in these assays?
KCNK9 block: inactive; PolyA inh: inactive; hERG rescue: -16; TRPC4 agonist: inactive; KCNK3 block: -8.7*; TRPC4 potent: inactive; TRPC4 inh: inactive; KCNQ1 block: 8*; KCNQ1 pot: inactive; DYRK1A inh: 1; Platelet DG rel: 5

How did CC1(C)CC(CCN(Cc2ccccc2)C(=O)c2ccco2)(c2ccccc2)CCO1 (configuration not stated) do in these assays?
KCNK9 block: inactive; PolyA inh: inactive; hERG rescue: -18; TRPC4 agonist: inactive; KCNK3 block: inactive; TRPC4 potent: inactive; TRPC4 inh: inactive; KCNQ1 block: inactive; KCNQ1 pot: inactive; DYRK1A inh: -1; Platelet DG rel: -4

How did O=C(CSc1nnc(CNC(=O)c2ccccc2F)o1)c1ccc(Cl)cc1 do in these assays?
KCNK9 block: inactive; PolyA inh: inactive; hERG rescue: -6; TRPC4 agonist: inactive; KCNK3 block: inactive; TRPC4 potent: inactive; TRPC4 inh: inactive; KCNQ1 block: inactive; KCNQ1 pot: inactive; DYRK1A inh: -5; Platelet DG rel: 0

What do the screens show for `Cc1nnc(Nc2ccc3c(c2)ncn3C)c2ccccc12`?
KCNK9 block: inactive; PolyA inh: inactive; hERG rescue: -15; TRPC4 agonist: inactive; KCNK3 block: inactive; TRPC4 potent: inactive; TRPC4 inh: inactive; KCNQ1 block: inactive; KCNQ1 pot: inactive; DYRK1A inh: -25; Platelet DG rel: 2

How did Cc1ccc(C(C)C)c(OCC(=O)NNC(=O)Nc2ccccc2)c1 do in these assays?
KCNK9 block: inactive; PolyA inh: inactive; hERG rescue: -6; TRPC4 agonist: inactive; KCNK3 block: inactive; TRPC4 potent: inactive; TRPC4 inh: inactive; KCNQ1 block: inactive; KCNQ1 pot: inactive; Platelet DG rel: 8

How did CC(C)(C)NC(=O)NC(=O)CSc1nnc(COc2ccccc2Cl)o1 do in these assays?
KCNK9 block: inactive; PolyA inh: inactive; hERG rescue: -8; TRPC4 agonist: inactive; KCNK3 block: inactive; TRPC4 potent: inactive; TRPC4 inh: inactive; KCNQ1 block: inactive; KCNQ1 pot: inactive; DYRK1A inh: 3; Platelet DG rel: 1

What do the screens show for `N#C/C(=C/Nc1ccccc1)c1ccsc1`?
KCNK9 block: inactive; PolyA inh: inactive; hERG rescue: -4; TRPC4 agonist: inactive; KCNK3 block: inactive; TRPC4 potent: inactive; TRPC4 inh: inactive; KCNQ1 block: inactive; KCNQ1 pot: inactive; DYRK1A inh: 5; Platelet DG rel: 1

How did CS(=O)(=O)c1nncn1-c1ccccc1 do in these assays?
KCNK9 block: inactive; PolyA inh: inactive; hERG rescue: -2; TRPC4 agonist: inactive; KCNK3 block: inactive; TRPC4 potent: inactive; TRPC4 inh: inactive; KCNQ1 block: inactive; KCNQ1 pot: inactive; DYRK1A inh: -15; Platelet DG rel: 6

How did Cn1c(NC(=O)C2CCCO2)cc(=O)n(C)c1=O (configuration not stated) do in these assays?
KCNK9 block: inactive; PolyA inh: inactive; hERG rescue: -1; TRPC4 agonist: inactive; KCNK3 block: inactive; TRPC4 potent: inactive; TRPC4 inh: inactive; KCNQ1 block: inactive; KCNQ1 pot: inactive; DYRK1A inh: -1; Platelet DG rel: -8

How did Cn1ncc(Cl)c1C(=O)N1CCN(C(=O)c2ccco2)CC1 do in these assays?
KCNK9 block: inactive; PolyA inh: inactive; hERG rescue: -7; TRPC4 agonist: inactive; KCNK3 block: inactive; TRPC4 potent: inactive; TRPC4 inh: inactive; KCNQ1 block: inactive; KCNQ1 pot: inactive; DYRK1A inh: -1; Platelet DG rel: 4

What do the screens show for `O=C(c1ccc(F)cc1)c1c[nH]c(C(=O)NCCCN2CCOCC2)c1`?
KCNK9 block: inactive; PolyA inh: inactive; hERG rescue: -11; TRPC4 agonist: inactive; KCNK3 block: inactive; TRPC4 potent: inactive; TRPC4 inh: inactive; KCNQ1 block: inactive; KCNQ1 pot: inactive; DYRK1A inh: 2; Platelet DG rel: 2

How did O=C(OCC(=O)c1c[nH]c2ccccc12)c1ccc([N+](=O)[O-])s1 do in these assays?
KCNK9 block: inactive; PolyA inh: inactive; hERG rescue: -8; TRPC4 agonist: inactive; KCNK3 block: inactive; TRPC4 potent: inactive; TRPC4 inh: inactive; KCNQ1 block: inactive; KCNQ1 pot: inactive; DYRK1A inh: 3; Platelet DG rel: 2

Not all compounds are listed; the hit share may differ from the screen's.
